# TGFb inhibitor: inhibitors of TGF-b signaling. 410,000 tested, 1.2% active. HepG2 CAGA-GFP TGF-b/SMAD3 reporter, GFP fluorescence, 18 h; TGF-beta stimulated, 500 pg/mL final. Potency, µM (series often up to 46.1 µM), without a hit: at the highest dose activity, negative = inhibition, actives largely listed as inhibitors; note: % is set by controls: 0 for no effect and ±100 for the full control effect; nearly all actives have a fitted effect of over 65% in size
#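 Using HEPG2 CAGA-GFP reporter cells at 1000 cells/well, we pinned test compounds, stimulated with recombinant TGF-beta (500 pg/mL final) and measured total well GFP after 18 h.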
# A549 viability: A549 cytotoxicity, counter-screen for Nrf2 inhibitors | A549 ARE-Fluc cells, CellTiter-Fluor viability, 18-24 h | 390,000 tested, 0.16% active | AID 504648 | Potency, µM (top dose mostly 46 µM), for the others: at the top dose activity change, negative = cytotoxicity, most hits filed as inhibitors; note: % is set by controls: 0 for no effect and ±100 for the full control effect
#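 A549 ARE_Fluc cells in 5% FBS OPTI-MEM were exposed to compounds in concentration-response for 18-24 h at 37 deg C. Viability was read by CellTiter-Fluor fluorescence (Ex 405/Em 525) after 30 min, before the luciferase read.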
# ATXN2 expr inh: ATXN2 expression inhibition; HEK-293 ATXN2-luciferase reporter, luminescence, 24 h; AID 1745845; 360,000 tested, 0.72% active; Potency, µM (titrated, usually from 57 µM), for the others: top-dose activity change, negative = inhibition, actives largely listed as inhibitors; note: % is set by controls: 0 for no effect and ±100 for the full control effect; nearly all actives have a fitted effect of over 55% in size
#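 ATXN2-luciferase reporter cells (luciferase flanked by upstream and downstream ATXN2 gene portions) were treated 24 h at 37 °C with compounds at up to 57 uM. SteadyGlo luminescence gave expression; GF-AFC fluorescence gave viability.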
# Nrf2 block: Nrf2 pathway inhibition; A549 ARE-Fluc reporter, luciferase luminescence, 18-24 h; Potency, µM (titrated, usually from 46 µM), inactives show at the highest dose activity change, negative = inhibition, hits mostly inhibitors; 360,000 tested, 2.1% active; AID 504444; note: % is set by controls: 0 for no effect and ±100 for the full control effect; nearly all actives have a fitted effect of over 60% in size
#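 In this cell-based qHTS, ARE-driven firefly luciferase in A549 cells reports Nrf2 activity; the luminescent signal after BugLite lysis is the measured value, with a prior CellTiter-Fluor read for cell health.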
# ATXN viability: reduces viability in counter-screen for ATXN expression inhibitors. AID 651635. 400,000 tested, 0.49% active. S2 cells (HEK-293 line with an ATXN2-luciferase reporter) viability, CellTiter-Fluor protease fluorescence, 24 h. Potency, µM (titrated, usually from 56.7 µM), most hits filed as cytotoxic; note: nearly all actives have a fitted effect of over 40% in size
# MCF10A rereplic: induces DNA re-replication in MCF 10a normal breast cells; MCF 10A DNA re-replication, Hoechst nuclear intensity, 48 h; Potency, µM (series often up to 46.1 µM), for inactives: at the top dose activity, positive = re-replication, most hits filed as activators; 350,000 tested, 2.9% active; AID 624296; note: % of control where 0% means no effect; nearly all actives have a fitted effect of over 50% in size
# Nrf2 activator: activates Nrf2 signaling | AREc32 ARE-luciferase reporter (MCF7-derived line), luminescence, 24 h | Potency, µM (titrated, usually from 46.1 µM), without a hit: at the top dose activation, hits mostly activators | 410,000 tested, 0.31% active | AID 624171; note: % of control where 0% means no effect; nearly all actives have a fitted effect of over 65% in size
#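 Steps: seed AREc32_Fluc cells (1000/well, 5% FBS OPTI-MEM); incubate overnight at 37 deg C; add 23 nL compound; incubate 24 hr; add Steady-Glo; hold 30 min RT; read luminescence.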
# HepG2 tox: HepG2 cytotoxicity, counter-screen for TGF-b inhibitors; HepG2 CAGA-GFP viability, ATP luminescence, 18 h; 410,000 tested, 0.76% active; Potency, µM (titrated, usually from 46.1 µM), for the others: at the highest dose activity change, negative = cytotoxicity, most hits filed as cytotoxic; note: some results filed as inactive show a strong effect at the top dose
#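 HepG2 CAGA-GFP cells (1000/well, DMEM with 1% FBS) received compound, then TGF-beta at 500 pg/mL final, and were incubated 18 hours at 37 degrees C. Viability was read by CellTiter-Glo luminescence. Media-only wells were set as complete cell-killing and DMSO as no toxicity.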
# EPAC2 antagonist: blocks human EPAC2 exchange factor. Q8WZA2. EPAC2 GEF exchange of Rap1B-BODIPY-GDP, fluorescence. Potency, µM (titrated, usually from 114 µM), for the others: top-dose activity, negative = inhibition, most hits filed as inhibitors. 360,000 tested, 0.18% active. AID 720708; note: % is set by controls: 0 for no effect and ±100 for the full control effect; nearly all actives have a fitted effect of over 45% in size; many of its hits are not listed in these tables
# Target sequence (Q8WZA2 whole entry, looked up): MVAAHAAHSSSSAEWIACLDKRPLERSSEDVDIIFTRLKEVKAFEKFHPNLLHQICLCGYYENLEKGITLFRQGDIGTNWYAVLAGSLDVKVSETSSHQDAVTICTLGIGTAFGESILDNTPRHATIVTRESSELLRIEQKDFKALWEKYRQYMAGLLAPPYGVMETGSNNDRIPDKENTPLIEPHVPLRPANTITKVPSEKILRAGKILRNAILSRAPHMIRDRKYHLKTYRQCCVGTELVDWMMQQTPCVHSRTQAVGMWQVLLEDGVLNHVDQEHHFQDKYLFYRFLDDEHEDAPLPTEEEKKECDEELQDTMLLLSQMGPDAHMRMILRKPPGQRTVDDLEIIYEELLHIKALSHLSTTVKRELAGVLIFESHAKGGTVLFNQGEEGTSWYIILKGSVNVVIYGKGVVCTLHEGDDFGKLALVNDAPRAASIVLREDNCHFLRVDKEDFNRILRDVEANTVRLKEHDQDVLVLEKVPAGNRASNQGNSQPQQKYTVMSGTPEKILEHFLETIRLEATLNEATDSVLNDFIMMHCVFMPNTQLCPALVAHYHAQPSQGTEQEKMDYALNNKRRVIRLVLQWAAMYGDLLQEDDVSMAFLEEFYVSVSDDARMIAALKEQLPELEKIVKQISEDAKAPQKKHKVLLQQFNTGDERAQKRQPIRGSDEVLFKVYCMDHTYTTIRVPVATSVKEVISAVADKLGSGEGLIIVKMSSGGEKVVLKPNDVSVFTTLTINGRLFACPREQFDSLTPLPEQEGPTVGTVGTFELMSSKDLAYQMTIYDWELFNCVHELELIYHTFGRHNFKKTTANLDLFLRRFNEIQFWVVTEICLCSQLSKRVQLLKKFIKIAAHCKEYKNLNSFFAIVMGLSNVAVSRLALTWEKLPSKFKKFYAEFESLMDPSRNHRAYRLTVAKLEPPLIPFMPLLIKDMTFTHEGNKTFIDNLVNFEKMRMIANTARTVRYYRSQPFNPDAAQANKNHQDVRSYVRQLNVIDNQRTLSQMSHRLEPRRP
# * = called active by the depositor; i = inactive; ? = inconclusive; . = not tested or not shown; & = joins results of further samples; [ ] = another dose, or the depositor's remark. Calls come from the whole dose curve; as a rule, active = well fitted curve in the direction sought with a large enough effect; inconclusive = small, poorly fitted or top-dose-only effect, or another doubt; inactive = no such curve, though single readings can be large; an effect the other way counts as inactive or inconclusive. Potency is the fitted concentration of half-maximal effect.
# Order of values – TGFb inhibitor, A549 viability, ATXN2 expr inh, Nrf2 block, ATXN viability, MCF10A rereplic, Nrf2 activator, HepG2 tox, EPAC2 antagonist
Clc1ccc(-c2cnc3ccccc3n2)cc1
  -4%, 0%, 87%[activator], ?, i, -4%, 5.4%, 6%, 8%
Cc1ccccc1S(=O)(=O)Cc1ccc(C(=O)NC2CCCCC2)o1
  -2%&0%, -1%&8%, 8%&-10%, ?, i, 11%, -0.8%&2.4%, -20%&-25%, -4%
Nc1nc(NC(=O)/C=C\C(=O)O)nn1-c1ccccc1
  8%, 5%, -13%, 18%, i, 2%, -0.6%, -25%, 13%
CCCCNc1c(-c2ccc(SC(C)CC)cc2)nc2ccc(Cl)cn12 (configuration not stated)
  ., ., 39%[activator], ., i, ., 6.8%, ., 5%
O=C(/C=C1\NCC2c3ccccc3CCN2C1=O)c1ccccc1 (configuration not stated)
  39%[activator], -4%, 73%[activator], ?, i, 3%, ?, 4%, -5%
Cn1c(=O)n(C)c2cc(CNc3ccc(N4CCOCC4)c(C(=O)O)c3)ccc21
  -8%, ., 0%, -8%, i, 3%, 0.3%, -9%, -2%
CCCNc1c(NS(=O)(=O)c2ccc(C(C)(C)C)cc2)c(=O)oc2ccccc12
  -4%, 1%, ., -35%, i, 2%, 0.2%, 1%, -2%
Cc1cc(C)n2nc(SCC(=O)Nc3ccc(F)cc3)nc2n1
  -10%, 14%, -9%, -8%, i, 8%, 0.3%, -30%, 9%
COc1ccc(C2CN=NC2C(=O)c2ccccc2)cc1 (configuration not stated)
  13%, 8%, ., 24%, i, 5%, 0.5%, -2%, 1%
NCC1C2CCC(O2)C1CO (configuration not stated)
  6%, ., ., ., i, ., 0.5%, -1%, 2%
Cc1ccc(N2CCN(C(=O)c3cn(C)c4ccc(S(=O)(=O)N(C)C)cc4c3=O)CC2C)cc1 (configuration not stated)
  -15%, 9%, -13%, 8%, i, ., -0.8%, -7%, .
Cc1ccc(NC(=O)N2CC3CCCN3c3ccccc32)c(C)c1 (configuration not stated)
  ?, 12%, ., ?, ., ., 8.5%, -24%, .
CCOC(=O)C(C(=O)N(C)C)c1ncc(C(F)(F)F)cc1Cl (configuration not stated)
  4%, ., -3%, -11%, i, 3%, -0.7%, -3%, 2%
Cn1nnc(NC(=O)c2ccc(Br)o2)n1
  9%, 12%, ., 25%, i, -1%, 8.3%, -9%, -2%
CN(CC(=O)Nc1ccc(Cl)cc1)C(=O)c1cccc(S(=O)(=O)NCc2ccccc2)c1
  -12%, 1%, -16%, -3%, i, 15%, 5.6%, -36%, -12%
C/C(=N\NC(=O)C1COc2ccccc2O1)c1ccc(C)o1 (configuration not stated)
  9%, -9%, -12%, -24%, i, 3%, 0.6%, -23%, -4%
COC(=O)c1ccccc1NC(=O)c1cc(=O)c2ccc(C)c(C)c2o1
  0%, -5%, 6%, 17%, i, ., -0.6%, 10%, .
NC(=O)C1=C[C@H](c2csc3ccccc23)C[C@H](OCCCCO)O1
  -34%, 5%, -7%, 2%, i, 7%, 9.4%, -11%, -9%
CCOc1ccccc1NC(=S)NCc1ccco1
  -2%, 0%, -4%, -14%, i, 2%, 2.7%, -53%, 5%
CC(=O)NCCNC(=O)C1CCC(CNc2nc(=S)[nH]c3ccccc23)CC1 (configuration not stated)
  3%, -3%, ., 0%, i, 0%, 0.1%, 8%, 7%
Cc1cccc(NC(=O)CSc2nnc(-c3cnccn3)n2Cc2ccco2)c1
  0%, -1%, -11%, -4%, i, -4%, -0.2%, -13%, 16%
CCOc1ccc(C2C(C#N)=C(N)N(c3sc4c(c3C#N)CCCC4)C3=C2C(=O)CCC3)cc1 (configuration not stated)
  ?, -4%, 8%, -26%, i, 2%, 0.3%, -21%, 3%
N#Cc1ccc(/C=C(\C(=O)C(=O)O)c2ccc3ccccc3n2)cc1
  0%, -14%, ., ?, i, ?, 0.1%, 0%, -9%
CSc1nc(N)c(C#N)c(-c2ccc(Cl)cc2)c1C#N
  19%, ?, -17%, ., i, ?, 7.1%, -5%, 4%
CCN(CC(=O)Nc1c(F)cccc1F)C(=O)c1ccccc1F
  5%, 12%, ., 8%, i, 0%, 0.4%, 2%, 2%
COC(=O)[C@@H]1C[C@@H]2CC[C@@H](O)C[C@@H]2N1Cc1ccc(Cl)cc1
  17%, 2%, 0%, 1%, i, 1%, -0.4%, -4%, 7%
CCOC(=O)Cc1ccc(NC(=O)Nc2ccccc2OCc2cc(=O)n3ccccc3n2)cc1
  -16%, -2%, ., ., ., ., 3.2%, 4%, .
CC12CCC(=O)CC1CCC1C2CCC2(C)C1CCC2(O)C(=O)CO (configuration not stated)
  -12%, -11%, -10%, ?, i, 0%, -0.2%, -17%, -7%
COc1ccc(Cl)cc1NC(=O)CN(C)C(=O)c1cn(-c2ccccc2)nc1-c1cccnc1
  25%, -9%, -21%, -14%, i, ?, 4.8%, -14%, -17%
CCOC(=O)CNC(=O)N1CCc2ccc(NC(=O)c3ccccc3Cl)cc2C1
  -16%, -5%, 0%, -4%, i, 7.3µM*, -0.1%, 6%, 4%

# (next part)
# Order of values – TGFb inhibitor, A549 viability, ATXN2 expr inh, Nrf2 block, ATXN viability, MCF10A rereplic, Nrf2 activator, HepG2 tox, EPAC2 antagonist
CNC(=S)Nc1cccc(S(=O)(=O)NCc2ccco2)c1
  11%, 2%, -11%, 3%, i, 1%, -0.1%, -36%, -4%
CSCCC(NC(=O)c1ccccc1Cl)C(=O)NCCc1ccccn1 (configuration not stated)
  20%, -1%, ., 12%, i, 15%, -0.4%, -3%, 0%
O=C(NCCCCNC(=O)c1ccccc1F)c1ccccc1F
  13%, -1%, 2%, -15%, i, -1%, 0.4%, 6%, -5%
Cc1ccc(Cn2nnc3c(=O)[nH]c(C4CCN(S(=O)(=O)c5ccc(F)cc5)CC4)nc32)cc1
  -5%, -1%, -4%, ., i, -2%, -0.6%, 1%, -8%
CC(C)C[C@H](NC(=O)c1[nH]cnc1C(=O)N[C@@H](Cc1ccccc1)C(=O)OCc1ccccc1)C(=O)OCc1ccccc1
  -25%, -3%, -2%, 0%, ?, 2%, 4.9%, -30%, 2%
O=C(CCC(=O)Nc1nnc(C2CCCCC2)s1)Nc1ccccc1
  5%, 1%, 9%, 14%, i, 2%, -0.5%, 4%, 9%
CC(=O)NC(C)C(c1cccs1)N1CCN(c2ccccc2)CC1 (configuration not stated)
  -8%, -2%, -1%, 10%, i, 16%, -0.3%, -4%, -7%
CCOc1ccc(-c2c(C(=O)N/N=C/c3ccc(O)cc3)nnn2-c2nonc2N)cc1
  3%, 13%, -5%, -13%, i, 0%, 0.0%, 7%, -15%
Cc1sc(N)nc1-c1cccc([N+](=O)[O-])c1
  13%, 0%, ., -23%, ., ., ., -7%, .
CCC(C)NC(=O)c1csc2c1CCCCC2 (configuration not stated)
  -3%, 2%, 8%, ?, i, 12%, 0.0%, -12%, -2%
CC(C)N(C(=O)Cn1cc(S(=O)(=O)Cc2ccc(Cl)cc2)c2ccccc21)C(C)C
  ., 2%, ., ?, ., ., -0.4%, -1%, .
O=C(Nc1ccc(S(=O)(=O)N2CCN(c3ccccc3)CC2)cc1)c1cccs1
  -1%, -1%, 4%, ?, i, -7%, -0.5%, -10%, -14%
CCOC(=O)c1cc(NC(=O)Nc2nc3ccccc3s2)c(C)nc1C
  9%, 0%, 9%, -11%, i, -6%, -0.4%, 2%, 7%
O=C(c1c(Cl)nc2sccn12)N1CCN(c2cccc(Cl)c2)CC1
  -30%, ?, -34%, ?, ?, 4.1µM*, -0.9%, -18%, -5%
Cc1ccc(N(Cc2ccccc2)C(=O)CSC(C)C(=O)Nc2cc(C)on2)cc1 (configuration not stated)
  -43%, ., ., ., i, ., -1.3%, -72%, -15%
COc1ccccc1NC(=O)COc1ccc(C(=O)OCC(=O)N(C(C)C)C(C)C)cc1OC
  -16%, -7%, -3%, -9%, i, 10%, -1.1%, 2%, 9%[57.1 µM]
O=C(NCc1ccccc1)c1cc(S(=O)(=O)N2CCC3(CC2)OCCO3)ccc1F
  -14%, 20%, 4%, 2%, i, -4%, -0.7%, -7%, 7%
CCc1ccccc1NC(=O)Cn1c(=O)n(-c2cccc(C)c2)c(=O)c2c1c1cc(OC)ccc1n2C
  0%, -3%, -3%, 10%, ?, ., 0.6%, -3%, .
O=C1c2cccnc2C(O)N1Cc1ccco1 (configuration not stated)
  -4%, -2%, -2%, -2%, i, -1%, 0.7%, -9%, -2%
C=CCN1C(=O)/C(=C2/Sc3ccc(OC)cc3N2C)SC1=Nc1cccc(O)c1
  1%, -13%, -20%, -22%, i, 5.8µM*, 0.3%, -22%, 5%
CCOC(=O)[C@H]1[C@H]2COc3ccc(Br)cc3[C@H]2N2C(=O)CN(Cc3ccc(Cl)cc3)C(=O)[C@@]12C
  ?, -12%, -25%, 26µM*, i, 0%, 4.8%, -12%, 5%
O=C1CC2(CCN(C(=O)c3cccc(F)c3)CC2)Oc2ccccc21
  -3%, 0%, 4%, -2%, i, 17%, -0.8%, 12%, -18%
CSC12CCCN(CCC(C(C)(C)C)C1)C2=O (configuration not stated)
  ., ., 3%, ., i, ., -0.4%, ., -17%
Cc1ccc(S(=O)(=O)N(C)C)cc1NC(=O)CSc1nc2ccccc2[nH]1
  0%, -4%, -9%, -19%, i, ?, 0.5%, 11%, -5%
COc1ccc([N+](=O)[O-])cc1NC(=O)CC1SC(=Nc2cccc(C)c2C)N(/N=C(\C)c2ccc(C)cc2)C1=O (configuration not stated)
  -16%, 3%, 0%, -7%, i, 0%, 0.7%, -7%, -5%
O=C1CC2C(CC(OC(=O)c3ccc(-c4ccccc4)cc3)C2CO)O1 (configuration not stated)
  -2%, -2%, 39%[activator], ., i, -2%, 5.0%, 0%, -5%

# Look-ups from above.
# MCF10A rereplic result of Cc1cc(C)n2nc(SCC(=O)Nc3ccc(F)cc3)nc2n1 is entered as 8%
# EPAC2 antagonist result of NCC1C2CCC(O2)C1CO (configuration not stated) is entered as 2%

# Bioassay records from PubChem BioAssay.

# The list is partial (hit frequency here may not be typical).
